Screening data (PubChem BioAssay)
S1P1 ag-PAM: S1P1 (human) agonism or agonism potentiation; 0.57% of 56,000 active; S1P1 CRE-bla cells, forskolin, beta-lactamase FRET, potentiator mode; S1P1 agonist co-added at EC20, 2 nM; 100% = saturating reference agonist, 0% = basal; P21453; AID 449; activation, % at 9.5 µM;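 active means activation above a cutoff set at the mean activation of all tested compounds plus 3 SD, cut at about 54% in these data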;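 further: forskolin at 4 µM as EC80 and the EC20 agonist is SEW2871; 100% = SEW2871 at its EC100 plus forskolin at EC80; some compounds past the cut are filed as inactive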
Target sequence (P21453 whole entry, looked up): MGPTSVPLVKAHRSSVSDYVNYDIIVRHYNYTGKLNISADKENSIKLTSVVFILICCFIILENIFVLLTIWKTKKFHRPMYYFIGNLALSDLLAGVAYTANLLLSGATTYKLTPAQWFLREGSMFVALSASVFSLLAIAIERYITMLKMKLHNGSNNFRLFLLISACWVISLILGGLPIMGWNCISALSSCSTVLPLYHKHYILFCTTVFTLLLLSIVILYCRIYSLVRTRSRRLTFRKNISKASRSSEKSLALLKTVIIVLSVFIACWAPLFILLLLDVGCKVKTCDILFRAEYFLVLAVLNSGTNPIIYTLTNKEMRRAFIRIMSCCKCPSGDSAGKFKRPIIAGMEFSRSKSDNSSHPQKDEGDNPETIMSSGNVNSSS
M1 antag: M1 muscarinic receptor (rat) antagonism; B-score at 10 µM; 3.4% of 64,000 active; AID 628; CHO-M1 cells, Fluo-4 calcium, ACh EC80 antagonist mode; active compounds read low; P08482;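 active means calcium fluorescence response, raw or row-and-column corrected B-score, differing from the plate sample mean either way at a set confidence level, mostly lower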
HEK293 NFkB inh: inhibitors of the PMA/ionomycin-induced NF-kB reporter in HEK293 cells | HEK-293 NF-kB luciferase reporter, luminescence | 0.21% of 62,000 active | AID 465 | inhibition, % at 3 µM;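 active means inhibition above the mean of all tested compounds plus 3 SD, cut at about 40% in these data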;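 further: 0% = stimulated DMSO wells and 100% = 10 µM reference inhibitor 5653914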
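Material: HEK-293 cells with stable firefly luciferase reporter driven by four HIV NF-kB elements / Also added: PMA plus ionomycin mix as NF-kB-activating stimulus / Compound dosing: 3 µM once, 0.30% DMSO / Times: 1 h pretreatment, 16 h stimulation, 37 °C / Signal: luminescence / Evaluation: per-plate % inhibition versus controls / Benchmarks: DMSO and 10 µM reference inhibitor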
Jurkat viability: cytotoxicity toward Jurkat cells. Jurkat E6.1 viability, ATP luminescence, 48 h. AID 463. 1.2% of 56,000 active. inhibition, % at 4 µM;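 active means inhibition above the mean inhibition of all tested compounds plus 3 SD, cut at about 28% in these data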
HTR1E agonist: activates the human 5-HT1E serotonin receptor | P28566 | CHO 5-HT1E Ga15 NFAT-bla reporter, FRET; 0% DMSO wells, 100% control agonist wells | activation, % at 6 µM | 0.69% of 65,000 active;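 active means activation above a set limit, the screen-wide mean activation plus 3 SD, cut at about 8.5% in these data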;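 further: 100% = positive control agonist at 1 µM giving full maximal response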
Target sequence (P28566 whole entry, looked up): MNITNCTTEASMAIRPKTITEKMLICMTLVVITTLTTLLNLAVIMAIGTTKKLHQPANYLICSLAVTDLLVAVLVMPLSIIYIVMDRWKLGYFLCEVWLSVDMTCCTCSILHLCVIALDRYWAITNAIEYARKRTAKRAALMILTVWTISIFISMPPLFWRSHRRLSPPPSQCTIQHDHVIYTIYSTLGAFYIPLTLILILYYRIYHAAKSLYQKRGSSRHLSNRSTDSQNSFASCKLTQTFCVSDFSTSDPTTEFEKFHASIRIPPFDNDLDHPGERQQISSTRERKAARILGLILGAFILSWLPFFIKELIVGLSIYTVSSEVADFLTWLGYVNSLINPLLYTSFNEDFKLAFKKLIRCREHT
M1 ag: M1 muscarinic receptor agonism. CHO-M1 cells, Fluo-4 calcium fluorescence, agonist mode; active compounds read high. B-score at 10 µM. 3% of 64,000 active. AID 626;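 active means fluorescence rise, raw or as B-score row- and column-corrected plate score, outside the 99.7% band of its plate's samples, either direction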
HER2 expr 66K: inhibitors of human Her2 kinase expression; P04626; SKBR-3 HER2 protein level, AlphaScreen, 18-24 h; active compounds read low; HER2 level % of control, % at 10 µM; 0.69% of 65,000 active; AID 645;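 active means HER2 level under 5% of the carrier-only control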;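 further: 100% = DMSO carrier and 0% = 500 nM PU-H71 HSP90 inhibitor; lower value means stronger loss of Her2 protein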
HTR1E antagonist: blocks the human 5-HT1E serotonin receptor | CHO 5-HT1E Ga15 NFAT-bla reporter, FRET, antagonist | inhibition, % at 6 µM | 0.99% of 65,000 active;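 active means inhibition above a set limit, the mean inhibition across every tested compound plus 3 SD, cut at about 29% in these data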;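 further: signal is the 460 over 535 nm emission ratio of beta-lactamase substrate; 0% = agonist plus DMSO wells and 100% = wells without agonist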
S1P3 ag: activates the human S1P3 receptor | Q99500 | S1P3 NFAT-BLA reporter cells, agonism, FRET ratio; relative to 1 µM S1P, basal subtracted | activation, % at 4.5 µM | 0.1% of 60,000 active;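 active means activation above the screen-wide mean plus 3 SD, cut at about 4.5% in these data, passing the limit was not always enough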; further: some compounds called inactive have numbers as strong as hits
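Assay system: stable CHO line with human S1P3, Gα16, NFAT-BLA reporter; Detection: FRET β-lactamase substrate fluorescence, excitation 405 nm, 460/535 nm emission ratio, background-subtracted; Read-out: percent activation versus median 1 µM S1P response, basal-subtracted, per plate; Incubation: cells plated overnight, compound 4 h 37 °C, substrate 2 h RT.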
Numbers without * were called inactive; x = not tested or not shown.

item	compound	HEK293 NFkB inh	M1 ag	S1P3 ag	HTR1E agonist	HTR1E antagonist	S1P1 ag-PAM	Jurkat viability	HER2 expr 66K	M1 antag
1	O=C1CCc2cc(S(=O)(=O)N3CCC(C(=O)Nc4nccs4)CC3)ccc2N1	5	-0.11	0.9	0.4	-2	-24	0	80	-0.16
2	O=c1oc2ccc(Br)cc2cc1-c1nc2ccccc2o1	9	-0.011	-1.0	0.7	2	-10	-7	68	1.2
3	CCCCCCC(=O)Nc1ccc(Cl)cn1	14	-0.2	-0.7	-0.6	12	-11	-1	103	0.072
4	CCn1c(=O)c2c(nc3n2CCCN3CCc2ccccc2)n(C)c1=O	13	-1.1	-0.3	0.6	-3	-63	-1	88	-0.16
5	O=C1COc2ccc(C(=O)COC(=O)CCc3ccc(S(=O)(=O)N4CCOCC4)cc3)cc2N1	7	0.67	-1.4	0.5	-8	-29	5	136	-0.54
6	O=C(Cn1nnc(-c2cccc(C(F)(F)F)c2)n1)N1CCOCC1	9	-0.77	0.0	-0.6	6	x	9	76	-2.1*
7	CCCCc1ccc(NC(=O)C2CCN(S(C)(=O)=O)CC2)cc1	0	0.79	-1.0	0.1	-4	-1	-4	94	1
8	COC(=O)c1ccccc1NC(=O)CSc1nc(O)cc(=O)n1C1CCCC1	4	44*	1.2	-0.4	18	2	-5	111	0.69
9	COC(=O)Nc1c(C)n(C)n(-c2ccccc2)c1=O	17	1.4	-0.4	0.3	-2	-13	-7	89	-0.68
10	C=Cc1cccc(NC(=O)COc2ccccc2)c1	14	x	-1.1	-0.6	7	6	6	100	x
11	CC(CCc1ccco1)NC(=O)CSc1cc(=O)n(C)c2ccccc12 (centres undefined)	18	0.7	-1.0	0.5	-4	3	6	127	-0.03
12	CC(C)C(C(=O)NC(C)(C)C)N1C(=O)c2ccccc2C1=O (centres undefined)	18	0.024	-1.1	0.8	6	-14	-3	104	0.035
13	CCc1ccc2c(c1)[C@]1(C(=O)N2)[C@@H]2C(=O)N(Cc3ccccc3)C(=O)[C@@H]2[C@@H]2CCCN21	11	0.018	-1.0	-0.8	-8	-19	2	85	-0.4
14	COc1cccc(CC(=O)Nn2c(C)nc3ccccc3c2=O)c1	1	-0.31	-1.3	-0.2	-3	-19	-3	82	-0.096
15	CC1Cc2ccccc2N1C(=O)c1ccc2snnc2c1 (centres undefined)	5	7.5*	-1.6	0.1	2	-14	-4	96	0.31

Other records.
item	compound	HEK293 NFkB inh	M1 ag	S1P3 ag	HTR1E agonist	HTR1E antagonist	S1P1 ag-PAM	Jurkat viability	HER2 expr 66K	M1 antag
16	COCCNS(=O)(=O)c1ccc(SC)cc1	15	-0.2	0.2	0.6	4	x	5	99	-3.2*
17	COc1ccc(NC(=O)c2oc3ccccc3c2NC(=O)C2CC2)cc1	1	-1.2	-1.5	0.2	2	4	0	95	-0.0087
18	CCC(C)[C@H](NC(=O)NC1CCCc2ccccc21)C(=O)O (some centres undefined)	10	0.013	0.2	0.7	-10	6	-7	90	0.79
19	O=C(NCc1ccco1)C(c1ccccc1)N(CC1CCCO1)C(=O)Cn1nnc2ccccc21 (centres undefined)	12	0.55	-1.0	-0.2	-3	4	-2	62	0.64
20	CC(NC(=O)c1cccc(N2CCCC2=O)c1)c1ccc2c(c1)OCCO2 (centres undefined)	11	-0.42	x	-0.4	-5	x	x	56	0.43
21	Cc1nnc(NC(=O)c2ccc3ccccc3c2)o1	3	1.1	x	0.3	-12	x	x	84	0.018
22	COc1cc2[nH]c(=O)n(CCCCCC(=O)NCCCN3CCC(C)CC3)c(=O)c2cc1OC	6	-0.075	x	0.1	-3	x	x	124	-0.77
23	CCOC(=O)CCCNC(=O)COC(=O)c1cc(C)cc(C)c1	14	x	-0.9	-0.2	2	6	-1	104	x
24	O=C(CSc1nc(O)cc(=O)[nH]1)Nc1ccc2c(c1)CCC2	10	-0.026	-0.3	-1.6	2	-16	-6	84	0.19
25	CCc1ccc(NC(=O)CSc2nnc(Cc3cccn3C)n2-c2ccc(F)cc2)cc1	5	1	-0.3	-0.6	-9	-3	1	85	1.1
26	COCCCNC(=O)CCCC(=O)NCCCOC	3	1.3	-0.2	1.3	2	x	-7	104	0
27	COc1ccc(Cl)cc1S(=O)(=O)N1CCCC(C(=O)NCC(N)=O)C1 (centres undefined)	16	0.29	-1.6	0.3	1	0	1	98	-0.37
28	O=C(O)CCc1nn2c3ccccc3nc2n(CCN2CCCCC2)c1=O	1	-0.62	0.3	-0.1	3	1	-4	105	0.88
29	O=C(CSc1ccc2nnc(-c3ccccc3)n2n1)N1CCN(c2ccccc2)CC1	16	0.038	0.5	1.0	-17	-4	-2	111	-0.72
30	Cc1sc(NC(=O)c2ccco2)c(C(c2ccncc2)N2CCOCC2)c1C (centres undefined)	14	1	0.2	-1.3	-5	-12	4	86	0.6

Later entries.
item	compound	HEK293 NFkB inh	M1 ag	S1P3 ag	HTR1E agonist	HTR1E antagonist	S1P1 ag-PAM	Jurkat viability	HER2 expr 66K	M1 antag
31	CC(OC(=O)CCc1nc2ccccc2c(=O)[nH]1)C(=O)NCc1ccc2c(c1)OCO2 (centres undefined)	7	0.57	-0.2	-0.4	5	5	8	84	-0.26
32	CC1(c2ccc3noc(-c4ccccc4)c3c2)OCCO1	6	-0.02	0.3	-0.3	-2	-16	-1	89	0.27
33	Cc1cccc(-n2c(N)cc(=O)nc2SCC(=O)NC2CCCCC2)c1	17	0.66	-0.7	-1.1	0	0	7	87	-0.031
34	C=C(C)c1cccc(C(C)(C)NC(=O)N2CCCC(C(N)=O)C2)c1 (centres undefined)	0	2.3	-0.3	0.0	-9	3	-6	108	0.27
35	O=C(NCc1ccco1)c1cc2nc(C3CC3)cc(C(F)(F)F)n2n1	9	0.011	0.5	0.7	6	-22	-6	92	0.05
36	O=C(O)c1cc(Cl)c(Cl)cc1C(=O)N1CCOCC1	-5	x	0.9	-0.6	-8	-15	-4	107	x
37	COc1ccc(-c2cc3nc4c(c(N5CCC6(CC5)OCCO6)n3n2)CCCC4)cc1	16	-0.19	-0.8	-0.3	24	0	4	76	-0.76
38	O=C(CSc1nnc(COc2cccc3ccccc23)o1)N1CCN(C(=O)c2ccco2)CC1	-9	-0.68	-1.2	-0.4	-3	10	4	98	-0.13
39	CC(C)(C)n1ncc2c(=O)n(CC(=O)N3CCCc4ccccc43)cnc21	5	0.38	0.0	-0.6	-9	-17	-2	91	1.2
40	COc1ccc(CCN2CC3=C(C2=O)C(c2ccccc2)NC(=O)N3C)cc1OC (centres undefined)	5	-0.47	-0.6	-0.6	-1	-14	-4	75	-1.9
41	Cc1c(C(=O)Nc2ccncc2)oc2c1C(=O)CC(C)(C)C2	8	-0.099	-0.5	0.2	-9	-27	10	99	0.61
42	CC1=C(C(N)=O)C(c2ccccc2)n2nc(-c3cccs3)nc2N1 (centres undefined)	-7	-0.026	-0.6	-0.7	8	16	-2	89	0.53
43	CCOC(=O)Nc1ccccc1N1C(=O)c2ccccc2C1=O	8	-0.57	-0.5	-0.3	0	-9	-5	51	0.0072
44	O=C(CCC(=O)N(c1ccccc1)C(C(=O)NC1CCCC1)c1ccncc1)Nc1cccnc1 (centres undefined)	-2	x	0.9	0.0	2	-11	-9	106	x
45	O=C(c1ccccc1NS(=O)(=O)c1ccc(Br)s1)N1CCOCC1	13	0.16	-0.1	0.8	-1	-6	-9	106	-0.13

The closing six entries of the section before lead into the next.
item	compound	HEK293 NFkB inh	M1 ag	S1P3 ag	HTR1E agonist	HTR1E antagonist	S1P1 ag-PAM	Jurkat viability	HER2 expr 66K	M1 antag
40	COc1ccc(CCN2CC3=C(C2=O)C(c2ccccc2)NC(=O)N3C)cc1OC (centres undefined)	5	-0.47	-0.6	-0.6	-1	-14	-4	75	-1.9
41	Cc1c(C(=O)Nc2ccncc2)oc2c1C(=O)CC(C)(C)C2	8	-0.099	-0.5	0.2	-9	-27	10	99	0.61
42	CC1=C(C(N)=O)C(c2ccccc2)n2nc(-c3cccs3)nc2N1 (centres undefined)	-7	-0.026	-0.6	-0.7	8	16	-2	89	0.53
43	CCOC(=O)Nc1ccccc1N1C(=O)c2ccccc2C1=O	8	-0.57	-0.5	-0.3	0	-9	-5	51	0.0072
44	O=C(CCC(=O)N(c1ccccc1)C(C(=O)NC1CCCC1)c1ccncc1)Nc1cccnc1 (centres undefined)	-2	x	0.9	0.0	2	-11	-9	106	x
45	O=C(c1ccccc1NS(=O)(=O)c1ccc(Br)s1)N1CCOCC1	13	0.16	-0.1	0.8	-1	-6	-9	106	-0.13
46	CN1C(=O)NC(NC(=O)c2cccs2)(C(F)(F)F)C1=O (centres undefined)	-2	0.42	-0.7	1.4	0	10	-6	91	-0.0054
47	CC(=O)Nc1cccc(-c2nnc(SCc3ccccc3C#N)n2C)c1	15	2	-0.3	-0.7	1	-7	6	112	0.23
48	COc1cccc2c(=O)c3c(cnn3C)n(C)c12	3	0.19	x	3.1	-3	x	x	64	-0.28
49	c1cnn(-c2cc(N3CCOCC3)ncn2)c1	12	-2.5*	-0.6	0.5	-8	17	0	85	-0.27
50	CC(=Nc1ccc2c(c1)nc(CO)n2C)C1=C(O)CC(C)(C)CC1=O	11	0.27	-0.8	0.6	-9	-12	-7	80	-0.13
51	COc1ccc(-c2c(C)nn3c(N4CCC(C(=O)NCCN(C)C)CC4)cc(C)nc23)cc1OC	10	0.79	-0.5	-0.3	-6	-9	-2	115	-0.2
52	COC(=O)c1cc(NC(=O)CN2C(=O)CSC2=O)ccc1Cl	20	-0.0042	0.1	-0.6	-2	16	1	130	-0.0053
53	Cc1cc2n(n1)C(c1c[nH]c3ccccc13)Nc1ccccc1-2 (centres undefined)	6	-0.026	-1.7	-2.0	14	22	8	83	-2.1

Hits appear at their usual frequency, and some 9.2% of all compounds hit somewhere here.
